# ATG4B inhibitor – ATG4B (human) cysteine protease inhibition | Q9Y4P1 | ATG4B cleavage of LC3-PLA2, NBD-HPC fluorescence, 1 h | inhibition, % at 8.33 µM | 0.51% of 340,000 active; in the data active = inhibition above about 40%
# Target sequence (Q9Y4P1 whole entry, looked up): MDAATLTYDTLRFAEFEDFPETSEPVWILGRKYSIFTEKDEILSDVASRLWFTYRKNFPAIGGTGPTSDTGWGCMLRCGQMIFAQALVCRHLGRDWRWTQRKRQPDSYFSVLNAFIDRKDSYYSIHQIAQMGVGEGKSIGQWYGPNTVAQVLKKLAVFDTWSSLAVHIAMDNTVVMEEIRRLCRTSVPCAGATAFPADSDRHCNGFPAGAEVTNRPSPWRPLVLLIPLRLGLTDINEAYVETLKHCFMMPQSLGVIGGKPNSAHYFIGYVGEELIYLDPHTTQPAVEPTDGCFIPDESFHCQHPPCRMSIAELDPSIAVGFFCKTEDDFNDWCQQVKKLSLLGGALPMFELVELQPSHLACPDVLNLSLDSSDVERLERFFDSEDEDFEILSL
# mIAP activ – mouse IAP activation. 0.24% of 330,000 active. activation factor at 10 µM. muIAP, CDP-Star luminescence, 30 min; stronger effect = higher value; 1 = vehicle-only enzyme signal, 0 = enzyme-free wells. AID 2805;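 active = activation factor of at least 2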; also: the source names both 10 and 20 µM as test concentration; values of inactives mirror those of a sister screen read the other way
#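 Assay system: mouse IAP enzyme; reagent: chemiluminescent substrate CDP-Star; dosing: test compounds delivered from DMSO solution; schedule: 30 min at room temperature; measured by: luminescence from enzymatic CDP-Star hydrolysis; controls: DMSO-only wells and no-enzyme negative control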
# NLRP3 yeast inh – NALP3 inhibition in yeast; Yeast reconstituted NLRP3/ASC/caspase-1, beta-gal luminescence, 24 h; 0.39% of 330,000 active; inhibition, % at 10 µM;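 active = inhibition of 50% or more; inactive = inhibition below 50%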;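 also: plate controls were induced DMSO wells for no effect and uninduced yeast grown without galactose for full effect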
# tim10-1 inh – growth inhibitors of tim10-1 mutant yeast | S. cerevisiae tim10-1 ts strain growth, BacTiter-Glo, 24 h | inhibition, % at 20 µM | 2.2% of 330,000 active;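 active = inhibition of at least 40%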;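 also: mutant grown at 25 °C; 0% = DMSO wells with yeast and 100% = wells holding no yeast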
# mIAP inh – blocks mouse intestinal alkaline phosphatase. purified mouse IAP, CDP-Star luminescence, 30 min. inhibition, % at 10 µM. 0.2% of 330,000 active. AID 2806;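 active = inhibition of at least 40% at 10 µM in the primary screen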;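 also: plate controls were DMSO with enzyme for no effect and no enzyme wells for full effect; values of inactives mirror those of a sister screen read the other way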
# TIM10 inh – TIM10 yeast growth inhibition | S. cerevisiae TIM10 strain growth, BacTiter-Glo luminescence, 24 h | inhibition, % at 10 µM | 1.4% of 330,000 active | AID 463195;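 active = inhibition of 40% or more at the single tested concentration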;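 also: wild-type TIM10 isogenic control strain grown at permissive 25 °C; 0% = DMSO yeast wells and 100% = minimal medium wells without yeast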
# hIAP activ – human IAP activation | purified human IAP, CDP-Star luminescence, 30 min; stronger effect = higher value; 1 = vehicle-only enzyme, 0 = enzyme-free background | AID 2524 | P09923 | activation factor at 10 µM | 0.16% of 330,000 active;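 active = activation factor of the enzyme at least 2-fold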; also: the source names both 10 and 20 µM as test concentration; values of inactives mirror those of a sister screen read the other way
# Target sequence (P09923 whole entry, looked up): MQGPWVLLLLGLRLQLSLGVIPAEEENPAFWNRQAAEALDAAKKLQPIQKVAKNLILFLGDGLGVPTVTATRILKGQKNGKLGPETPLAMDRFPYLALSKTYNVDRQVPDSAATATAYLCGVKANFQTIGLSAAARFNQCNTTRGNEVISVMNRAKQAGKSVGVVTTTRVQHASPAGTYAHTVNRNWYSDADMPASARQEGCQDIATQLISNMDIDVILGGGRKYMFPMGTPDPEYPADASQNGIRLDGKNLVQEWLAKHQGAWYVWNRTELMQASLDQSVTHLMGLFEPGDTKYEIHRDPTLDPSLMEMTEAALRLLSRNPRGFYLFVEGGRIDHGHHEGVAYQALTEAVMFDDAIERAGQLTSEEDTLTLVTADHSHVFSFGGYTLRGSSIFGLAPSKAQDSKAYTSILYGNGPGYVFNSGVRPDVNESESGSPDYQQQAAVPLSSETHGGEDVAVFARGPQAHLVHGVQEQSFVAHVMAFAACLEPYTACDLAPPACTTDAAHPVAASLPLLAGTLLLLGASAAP
# hIAP block – blocks human intestinal alkaline phosphatase. purified IAP, CDP-Star luminescence, 30 min. inhibition, % at 10 µM. 0.12% of 330,000 active;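 active = inhibition reaching a set limit with compound at 10 µM in the primary screen, cut at about 35% in these data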;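 also: plate controls were DMSO wells with enzyme for no effect and no-enzyme buffer wells for full effect; values of inactives mirror those of a sister screen read the other way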
# Apaf1 inhib – human Apaf-1 inhibition. O14727. inhibition, % at 20 µM. reconstituted apoptosome caspase-3 activity, DEVD-Rh110 fluorescence. 0.71% of 330,000 active; active = inhibition of at least 40% at 20 µM;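 also: plate controls were DMSO wells for no effect and DEVD-CHO caspase inhibitor wells for full effect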
#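 System – cell-free apoptosome with Apaf-1, procaspase-3 and caspase-9 · Buffer or medium – pH 7.5 Hepes buffer with CHAPS, BSA, DTT · Also added – cytochrome c with DEVD-Rh110 · Times – 30 min compound preincubation, 50 min activation, room temperature · Technique – Rh110 fluorescence intensity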
# Active calls of the source: *.
[1] COc1ccc(CNC(=O)CN2C(=O)NC(C)(c3ccc(Cl)cc3)C2=O)cc1 (stereo not given)
[2] COc1ccc(NC(=O)C(=S)NC2CCCCC2)cc1
[3] CCOC(=O)c1[nH]c(C)c(C(=O)Nc2ccc(C)c(C)c2)c1C
[4] CN(C)Cc1n[nH]c(=O)c2ccccc12
[5] Cc1ccc(N(C(=O)CCC(=O)Nc2ccccn2)C(C(=O)NC(C)C)c2ccc(F)cc2)cc1 (stereo not given)
[6] CN(Cc1ccc(F)cc1)C(=O)CNC(=O)C1CCCCC1
compound no.	1	2	3	4	5	6
ATG4B inhibitor	-5	22	2	8	-1	8
mIAP activ	1.1	0.91	1	1.1	0.92	0.99
NLRP3 yeast inh	-16	23	13	-7	-1	-2
tim10-1 inh	17	17	29	-1	2	1
mIAP inh	-6	10	0	-6	8	1
TIM10 inh	-12	11	23	0	-10	7
hIAP activ	1.2	1.2	0.88	1.1	1	1.1
hIAP block	-17	-25	12	-8	-2	-12
Apaf1 inhib	3	8	1	-10	13	8

[7] CCCc1nc(-c2ccc(-c3ccc(F)cc3)cc2)no1
[8] CCC1CCCCN1C(=O)c1cc(COc2ccc3ncccc3c2)on1 (stereo not given)
[9] Cc1cc(-c2cccc(Br)c2)c(C#N)c(N)n1
[10] CCN(CC)CCSc1nnc2c3ccccc3n(CCc3ccccc3)c2n1
[11] O=C(CNc1cccc([N+](=O)[O-])c1)NCCCc1ccccc1
[12] COc1ccccc1CN1C(=NC(=O)C2CCCCC2)SC2CS(=O)(=O)CC21 (stereo not given)
compound no.	7	8	9	10	11	12
ATG4B inhibitor	-10	5	-12	-11	-1	3
mIAP activ	0.98	0.9	0.96	0.85	0.96	0.97
NLRP3 yeast inh	20	0	9	15	0	3
tim10-1 inh	15	19	3	20	2	4
mIAP inh	2	10	4	15	4	3
TIM10 inh	-8	22	11	10	-12	-2
hIAP activ	1.2	1	0.95	0.92	0.94	1
hIAP block	-16	-2	5	8	6	0
Apaf1 inhib	-1	-6	0	10	3	10

[13] Oc1cccc(Nc2nc(N3CCOCC3)nc(N3CCOCC3)n2)c1
[14] N=C1C(c2nc3ccccc3s2)=C(O)CN1NC(=O)c1ccco1
[15] Cn1cnc([N+](=O)[O-])c1Oc1ccc2ccccc2c1
[16] CCOC(=O)N1CCN(C(=S)Nc2cc(OC)c(OC)cc2C(=O)OC)CC1
[17] CN=c1scc(C)n1/N=C/c1cc(Br)c(O)c(Br)c1
[18] CCN(Cc1ccccc1)S(=O)(=O)c1c[nH]c(C(=O)OC)c1
compound no.	13	14	15	16	17	18
ATG4B inhibitor	5	-3	2	-4	-8	1
mIAP activ	1	0.86	1.1	1	1	0.88
NLRP3 yeast inh	12	-9	-15	8	37	12
tim10-1 inh	-6	-2	14	4	15	1
mIAP inh	0	14	-13	-1	0	12
TIM10 inh	-6	-11	7	5	-2	-1
hIAP activ	1.1	1	1	1	0.99	0.95
hIAP block	-6	-2	0	0	1	5
Apaf1 inhib	-4	-13	6	-11	-6	-4

[19] Cc1ccc(C(=O)N2CCCC(N3CCN(c4ccccc4C)CC3)C2)c(=O)[nH]1 (stereo not given)
[20] CCN1CCN(c2cc(N3CCc4ccccc4C3)c(F)cc2[N+](=O)[O-])CC1
[21] CCc1ccc(Nc2n[n+](-c3ccccc3)c(-c3cc(OC)c(OC)cc3Br)s2)cc1
[22] Cc1ccc(CNC(=O)Cn2nnc(C(=O)Nc3cc(C)ccc3C)c2N)cc1
[23] CCOC(=O)C[C@H]1c2cc(F)ccc2S(=O)(=O)N1C1CCCCC1
[24] COc1ccccc1C(=O)Nc1ccc(C2=NNC(=O)CC2C)cc1 (stereo not given)
compound no.	19	20	21	22	23	24
ATG4B inhibitor	-2	17	-4	-4	-8	3
mIAP activ	1	1	0.93	1	1.1	1
NLRP3 yeast inh	-3	24	16	-8	15	5
tim10-1 inh	2	41*	-19	-2	6	26
mIAP inh	-4	-2	7	-2	-6	-2
TIM10 inh	-2	41*	4	1	0	6
hIAP activ	1.4	0.92	0.95	0.97	0.93	1.1
hIAP block	-42	8	5	3	7	-14
Apaf1 inhib	0	19	11	-14	-2	-3

[25] CC(C)Cc1ccc(C(C)C(=O)Nc2cccnc2)cc1 (stereo not given)
[26] Cc1ccc2c(c1)N(C(=O)CCC(=O)NCc1cccnc1)CC(C)O2 (stereo not given)
[27] Cc1ccc(C2=NOC3(CC(=O)N(c4ccccc4)C3=O)C2)cc1 (stereo not given)
[28] CC(=O)c1ccc(NC(=O)CC(C)S(=O)(=O)c2ccc3c(c2)CCN3C(C)=O)cc1 (stereo not given)
[29] COc1ccc(C(=N/O)/C(=N/O)c2ccc(OC)cc2)cc1
[30] O=C(CSc1nnnn1-c1cccc2c1CCCC2)N1CCCC1
compound no.	25	26	27	28	29	30
ATG4B inhibitor	8	-10	-9	-3	-10	8
mIAP activ	0.99	1	0.99	1.1	1	1
NLRP3 yeast inh	35	6	9	4	16	24
tim10-1 inh	-19	-3	-16	-1	12	24
mIAP inh	1	-2	1	-8	-3	-2
TIM10 inh	-16	-6	-7	2	2	9
hIAP activ	0.96	0.89	0.96	0.87	1.1	1.1
hIAP block	4	11	4	13	-9	-12
Apaf1 inhib	-3	3	8	2	-27	-1

[31] CCCC(c1nnnn1C1CCCCC1)N1CCN(C(=O)c2ccco2)CC1 (stereo not given)
[32] CC(=O)N(C(C)=O)c1ccc2nc(C)[nH]c(=O)c2c1
[33] CC1=CC=CN2C1=NC(=O)CC2(C)C(=O)N(CC(=O)NC1CCCC1)Cc1ccccc1 (stereo not given)
[34] COc1ccc(NC2=NCC(=O)N2c2ccccc2F)cc1
[35] CC(C)(C)NC(=O)N1CCN(c2nc3ccc(Cl)cc3s2)CC1
[36] COc1ccc2[nH]c3c(c2c1)CCN1C(=O)N([C@@H](C)C(=O)NCc2ccccc2)C(=O)[C@]31C
compound no.	31	32	33	34	35	36
ATG4B inhibitor	0	5	-4	-11	1	-19
mIAP activ	1.2	1	1	0.95	1	1
NLRP3 yeast inh	4	16	-2	5	44	13
tim10-1 inh	4	-7	-5	13	23	4
mIAP inh	-20	0	0	4	0	-1
TIM10 inh	-7	-4	-19	-12	21	-1
hIAP activ	1.3	1.2	0.98	0.96	0.86	0.89
hIAP block	-30	-20	2	4	14	12
Apaf1 inhib	-2	-11	-1	-10	5	-8

[37] O=C(Nc1ccccc1)N1CCCC(c2nc(-c3cccs3)no2)C1 (stereo not given)
[38] Cc1ccc(OCC(O)CN2CCOCC2)cc1C (stereo not given)
[39] Cc1nc(CN2CCC(c3ccccc3)CC2)cc(=O)[nH]1
[40] Cc1ccc(C(c2nnnn2C(C)(C)C)N2CCC(C)CC2)cc1 (stereo not given)
[41] CCN(Cc1nc(-c2cccc(C)c2)no1)C(=O)c1ccc2c(c1)OCO2
[42] Cc1ccc(NC(=Nc2ccc(Br)cc2)N2CCOCC2)cc1C
compound no.	37	38	39	40	41	42
ATG4B inhibitor	11	-4	10	-11	-3	-6
mIAP activ	1.1	1.2	0.99	1.1	0.95	1.4
NLRP3 yeast inh	20	12	7	5	9	24
tim10-1 inh	-5	-7	-1	29	-11	-147
mIAP inh	-10	-16	1	-6	5	-36
TIM10 inh	8	-6	-14	33	-29	-50
hIAP activ	1.1	1.2	1	0.9	1.1	1.1
hIAP block	-13	-20	-3	10	-6	-6
Apaf1 inhib	-9	1	4	19	11	5

[43] CCn1c2ccccc2c2cc(NC(=O)c3cccc(OC)c3)ccc21
[44] O=C(Nc1ccc2c(c1)OCCO2)c1coc2ccccc2c1=O
[45] CC12Cc3ccc4ccccc4c3C=C1C[N+](C)(C)C2 (stereo not given)
[46] CCn1c(SCC(N)=O)nnc1-c1cc2c(C)nn(-c3ccccc3)c2s1
[47] O=c1oc2ccccc2c(NC(c2ccccc2)c2ccccc2)c1[N+](=O)[O-]
[48] CN(c1ccccc1)S(=O)(=O)c1cccc(NS(=O)(=O)c2ccc(/C=C/C(=O)O)cc2)c1
compound no.	43	44	45	46	47	48
ATG4B inhibitor	-10	-16	3	3	-14	10
mIAP activ	1.2	1	0.93	0.98	0.73	1.1
NLRP3 yeast inh	29	5	15	7	-3	2
tim10-1 inh	7	18	-1	23	40	9
mIAP inh	-17	-2	7	2	27	-14
TIM10 inh	15	37	-14	2	22	1
hIAP activ	1.1	1.1	1.1	0.82	1.3	1.1
hIAP block	-14	-5	-9	18	-29	-13
Apaf1 inhib	5	1	2	2	26	0

# Single records, as listed above. Screens in order: ATG4B inhibitor, mIAP activ, NLRP3 yeast inh, tim10-1 inh, mIAP inh, TIM10 inh, hIAP activ, hIAP block, Apaf1 inhib
# Record of O=c1oc2ccccc2c(NC(c2ccccc2)c2ccccc2)c1[N+](=O)[O-] = -14, 0.73, -3, 40, 27, 22, 1.3, -29, 26
# Record of CCn1c2ccccc2c2cc(NC(=O)c3cccc(OC)c3)ccc21 = -10, 1.2, 29, 7, -17, 15, 1.1, -14, 5
# Record of CCn1c(SCC(N)=O)nnc1-c1cc2c(C)nn(-c3ccccc3)c2s1 = 3, 0.98, 7, 23, 2, 2, 0.82, 18, 2
# Record of CC12Cc3ccc4ccccc4c3C=C1C[N+](C)(C)C2 (stereo not given) = 3, 0.93, 15, -1, 7, -14, 1.1, -9, 2
# Record of O=C(Nc1ccc2c(c1)OCCO2)c1coc2ccccc2c1=O = -16, 1, 5, 18, -2, 37, 1.1, -5, 1

# (more compounds)
[49] O=C(CSc1nnc(Nc2ccccc2)s1)NCc1ccco1
[50] Cc1cccc(NC(=O)CCCN2C(=O)c3cccc4cccc(c34)C2=O)c1
[51] O=C(O)CCc1ncc(C(F)(F)F)cc1Cl
[52] COc1cccc2sc(N(C)c3ccccc3)nc12
[53] CCc1c(C)sc(NC(=O)c2cnn3cccnc23)c1C#N
[54] COc1ccccc1NC(=O)C(=O)NNS(=O)(=O)c1ccc2ccccc2c1
compound no.	49	50	51	52	53	54
ATG4B inhibitor	-1	-12	-7	-10	0	-16
mIAP activ	0.99	0.99	0.94	1.1	0.98	0.79
NLRP3 yeast inh	-7	9	4	-2	-4	-6
tim10-1 inh	21	18	5	34	18	0
mIAP inh	1	0	6	-6	2	21
TIM10 inh	20	5	-12	34	-14	2
hIAP activ	0.97	0.83	1.1	1.1	1.1	1.9
hIAP block	3	17	-13	-6	-6	-86
Apaf1 inhib	-2	-2	9	17	-15	-12

[55] CN(C)/C=N/C1=C(C#N)C(c2ccc(Br)cc2)c2ccc3ccccc3c2O1 (stereo not given)
[56] OC1COC(O)C(O)C1O (stereo not given)
[57] CCN(CC)CCCN1C(=O)C(O)=C(C(=O)c2cc3ccccc3o2)C1c1ccccn1 (stereo not given)
[58] O=C(NCCOc1ccccc1F)c1ccc2c(=O)n3c(nc2c1)CCC3
[59] COC(=O)C1=C(C)N(Cc2ccccc2)C(=NCc2ccc(OC)cc2)N[C@H]1c1ccccc1
[60] CCOc1ccc(-c2nnc(-c3ccncc3)o2)cc1OCC
[61] COc1ccc(OC)c(NC2c3ccccc3C(=O)N2c2cccnc2)c1 (stereo not given)
compound no.	55	56	57	58	59	60	61
ATG4B inhibitor	1	-1	-2	-9	-1	-6	5
mIAP activ	1	1	1.1	1	1.2	0.96	0.94
NLRP3 yeast inh	14	-8	-11	-5	15	12	11
tim10-1 inh	13	0	8	6	6	3	29
mIAP inh	0	-2	-6	-2	-16	4	6
TIM10 inh	9	-2	8	6	4	1	4
hIAP activ	0.72	0.92	0.92	0.99	0.98	1.4	1.1
hIAP block	28	8	8	1	2	-38	-6
Apaf1 inhib	26	-11	13	31	51*	3	8
